Compound activity: PubChem, several laboratories
SKN-1 block: C. elegans SKN-1 inhibition. C. elegans VP596 Pgst-4::GFP/RFP ratio, acrylamide-induced, 24 h. inhibition, % at 21.8 µM. 0.49% of 360,000 active. AID 624304;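 active means interference check ratio from 0.5 to 1.5 plus GFP to RFP signal ratio inhibition reaching or exceeding a fixed threshold, cut at about 30% in these data, passing the limit was not always enough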; further: some compounds called inactive have numbers as strong as hits
NadD inh: inhibitors of Staphylococcus aureus NadD. AID 602399. inhibition, % at 20 µM. purified NadD enzyme, colorimetric absorbance read-out. 0.78% of 360,000 active; in the data active means inhibition above about 26%; further: some compounds past the cut are filed as inactive
MT1-MMP act inh: inhibitors of human MT1-MMP activation | HT1080 RFP-PRO-GFP cells, GFP/RFP ratio fluorescence, overnight; percent of plate control window, DMSO zero | P50281 | 0.061% of 360,000 active | GFP/RFP ratio change, % at 20 µM;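 active means GFP/RFP ratio change of at least 30% with cell ATP level not reduced by more than half and red fluorescence within 50% of control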; further: strong numbers were not always called active
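Test system: HT1080 cells expressing an RFP-PRO-GFP fluorescent reporter construct / Compound dosing: single-point 20 µM compound, 1% DMSO / Schedule: cells overnight before dosing, compound overnight, 37 °C, 5% CO2 / Evaluation: GFP/RFP fluorescence ratio / Control set: DMSO and RFP-L50D-GFP cell wells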
MLLE-PAM2 inh: blocks PAM2 peptide binding to the PABP1 MLLE domain | GST-MLLE / FITC-PAM2 fluorescence polarization | AID 588489 | 0.36% of 360,000 active | inhibition, % at 20 µM; in the data active means inhibition above about 35%, passing the limit was not always enough;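 further: plate controls were DMSO wells with GST-MLLE for no effect and wells lacking GST-MLLE protein for full effect; some results filed as inactive read as strong as hits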
Target sequence (P11940 whole entry, looked up, the tested form may be a part): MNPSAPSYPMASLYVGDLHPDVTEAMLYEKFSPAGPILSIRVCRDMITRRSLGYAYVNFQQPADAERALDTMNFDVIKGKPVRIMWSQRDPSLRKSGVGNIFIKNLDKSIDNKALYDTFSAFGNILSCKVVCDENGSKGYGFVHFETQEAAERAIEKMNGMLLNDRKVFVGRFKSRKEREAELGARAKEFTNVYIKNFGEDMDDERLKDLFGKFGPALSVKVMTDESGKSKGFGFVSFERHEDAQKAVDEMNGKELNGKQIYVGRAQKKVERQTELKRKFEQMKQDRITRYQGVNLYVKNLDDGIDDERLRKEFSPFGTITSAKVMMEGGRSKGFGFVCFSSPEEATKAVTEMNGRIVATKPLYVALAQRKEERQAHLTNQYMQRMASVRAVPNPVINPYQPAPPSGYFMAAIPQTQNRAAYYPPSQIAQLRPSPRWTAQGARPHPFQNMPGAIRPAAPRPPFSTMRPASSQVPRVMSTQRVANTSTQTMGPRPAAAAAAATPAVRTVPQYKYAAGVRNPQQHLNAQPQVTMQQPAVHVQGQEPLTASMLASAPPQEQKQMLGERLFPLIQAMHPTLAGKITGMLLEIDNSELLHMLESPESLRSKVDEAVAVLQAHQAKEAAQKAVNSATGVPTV
Neddylation inh: blocks human cullin neddylation; P61081+Q13564; TR-FRET cullin neddylation, biochemical; calls only at 25 µM; 0.58% of 360,000 active; AID 651699; in the data active means inhibition above about 36%
Rin1 Abl inh: blocks binding of human Rin1 to Abl; P00519+Q13671; TR-FRET Rin1/Abl binding, biochemical; inhibition, % at 7.35 µM; 0.4% of 360,000 active; in the data active means inhibition above about 5%, passing the limit was not always enough
CSN inh: CSN deneddylation inhibition. Q92905. Purified CSN, SCF-Nedd8-OG deneddylation, fluorescence polarization. inhibition, % at 12.5 µM. 0.38% of 360,000 active. AID 651999;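 active means pattern-corrected inhibition above about 35%, with an unprinted fluorescence ratio check between 0.5 and 1.5, limit read from the data, passing the limit was not always enough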;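 further: 0% = enzyme with substrate and 100% = substrate without enzyme; some results filed as inactive read as strong as hits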
Target sequence (Q92905 whole entry, looked up, one chain of several): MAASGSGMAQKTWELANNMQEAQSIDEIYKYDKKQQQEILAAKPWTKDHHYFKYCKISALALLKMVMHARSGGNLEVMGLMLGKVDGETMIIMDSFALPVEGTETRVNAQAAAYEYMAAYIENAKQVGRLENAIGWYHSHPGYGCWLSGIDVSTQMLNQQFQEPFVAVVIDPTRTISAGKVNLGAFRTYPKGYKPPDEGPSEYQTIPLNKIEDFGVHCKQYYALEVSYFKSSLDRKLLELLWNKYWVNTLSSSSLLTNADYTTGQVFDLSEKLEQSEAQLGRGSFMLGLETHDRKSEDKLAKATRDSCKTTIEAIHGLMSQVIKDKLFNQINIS
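Assay system: HEK293T-derived human Csn5 enzyme; quantity: 0.24 nM enzyme; medium: Tris/NaCl/DTT buffer, pH 7.5; also added: substrate SCFSkp2-Nedd8OG, 10 nM; doses: 12.5 µM compound; schedule: 90 min reaction at room temperature; signal: FP; read-out: % inhibition of substrate cleavage by Csn5; benchmarks: substrate-only high control, full reaction low control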
Rpn11 inh: Rpn11 (human) deubiquitinase inhibition; human 26S proteasome, Ub4-pepOG fluorescence polarization; 20S core pre-blocked with epoxomicin; AID 588493; O00487; 0.59% of 360,000 active; calls only at 20 µM;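 active means inhibition at 20 µM, scaled to each plate's controls, above about 33%, limit read from the data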
FAS-TE inh: FAS thioesterase (human) inhibition; 0.67% of 360,000 active; P49327; inhibition, % at 15 µM; recombinant FAS-TE, OMFH fluorogenic substrate, fluorescence endpoint;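 active means compounds whose normalised, plate-corrected inhibition of enzyme fluorescence in the single-dose primary screen is 50% or more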;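 further: 0% = DMSO with enzyme and 100% = substrate without enzyme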
Starred values were filed as active, the others as inactive; i = inactive; · = no result given.

Screens by letter – A = SKN-1 block; B = NadD inh; C = MT1-MMP act inh; D = MLLE-PAM2 inh; E = Neddylation inh; F = Rin1 Abl inh; G = CSN inh; H = Rpn11 inh; I = FAS-TE inh
COc1cc2c(C(=O)NCCCN3CC(C)CC(C)C3)cn(CC(C)C)c(=O)c2cc1OC (stereo unspecified)
  A: 9	B: -5	C: -4	D: 1	E: i	F: -1	G: -2	H: i	I: -7

O=C1CCC(=O)N1c1ccc(NCCc2ccccc2F)c([N+](=O)[O-])c1
  A: -12	B: -6	C: 5	D: 5	E: i	F: -1	G: -2	H: i	I: -33

O=C(/C=C/c1ccc(Cl)cc1Cl)NC(=S)Nc1ccccn1
  A: 38*	B: 11	C: -12	D: -15	E: i	F: -1	G: 0	H: i	I: 6

CN(CC(=O)Nc1ccccc1C(F)(F)F)C(=O)CSc1nc(N)cc(N)n1
  A: 10	B: 2	C: -2	D: 15	E: i	F: 2	G: -7	H: i	I: -8

CCOC(=O)C1CCN(C(=O)c2ccccc2N(C)S(=O)(=O)c2ccccc2)CC1
  A: 2	B: -2	C: 2	D: 20	E: i	F: -4	G: -9	H: i	I: -8

Cc1ccc(NC(=O)CSc2nnc(CCC(=O)O)c(=O)[nH]2)cc1
  A: 4	B: 0	C: 0	D: 8	E: i	F: -1	G: 4	H: i	I: -1

O=C(COc1ccccc1O)c1cccs1
  A: -7	B: -2	C: 2	D: 4	E: i	F: 3	G: -3	H: i	I: -5

O=C(CSc1nc2ccccc2s1)Nc1ccc(C(=O)O)cc1
  A: 7	B: -7	C: 1	D: 26	E: i	F: -1	G: 2	H: i	I: -8

CC1=CC(=O)C=C(C)C1=NOS(=O)(=O)c1ccccc1
  A: 4	B: 5	C: -1	D: 18	E: i	F: -1	G: 4	H: i	I: 21

Cn1c(N)c(C(=O)CSc2nnc(C3CC3)n2-c2ccccc2)c(=O)n(C)c1=O
  A: -8	B: -3	C: -3	D: -3	E: i	F: 3	G: 1	H: i	I: -2

CCCCNc1oc(-c2cccs2)nc1S(=O)(=O)c1ccccc1
  A: -3	B: -3	C: -8	D: 17	E: i	F: -3	G: -4	H: i	I: 23

Cc1sc2nc(CN3CCCC3)nc(N3CCC(C(N)=O)CC3)c2c1C
  A: 2	B: -3	C: -5	D: -19	E: i	F: 0	G: 9	H: i	I: -7

Cc1cccc(S(=O)(=O)Nc2ccc(C)c3c2OC(C)(C)C3)c1
  A: -3	B: -9	C: 1	D: -12	E: i	F: -3	G: -1	H: i	I: 7

CCC(=O)/C=C1\Sc2ccccc2N1CC
  A: -1	B: 2	C: -1	D: 29	E: i	F: 1	G: 2	H: i	I: -5

O=C(COc1ccc(Cl)cc1)Nc1ccc(N2CCN(C(=O)c3ccco3)CC2)cc1
  A: 0	B: 7	C: ·	D: 0	E: i	F: 3	G: 4	H: i	I: 8

O=C(CN(Cc1cccs1)C(=O)CCC(=O)Nc1nccs1)NCc1ccccc1
  A: -1	B: 2	C: 2	D: 2	E: i	F: 2	G: 0	H: i	I: -1

Cn1c(=O)c2c(SCC(=O)NCc3ccco3)nc(CC(C)(C)C)nc2n(C)c1=O
  A: 9	B: -2	C: -3	D: -2	E: i	F: 2	G: -2	H: i	I: 4

Cc1ccc(C(=O)NCC(=O)Nc2ccncc2)cc1
  A: -2	B: -3	C: 5	D: 3	E: i	F: -2	G: 0	H: i	I: -7

Cc1cccc(NC(=S)NNC(=O)COc2ccc(Cl)cc2Cl)c1
  A: 5	B: 0	C: 0	D: 18	E: i	F: -1	G: 0	H: i	I: 12

O=C(CCc1nc2ccccc2c(=O)[nH]1)N1CCN(c2ccccc2Cl)CC1
  A: -4	B: 4	C: 3	D: -6	E: i	F: 5	G: 0	H: i	I: 4

O=C(NCCCn1ccnc1)C(=O)NCC1OCCN1S(=O)(=O)c1ccccc1 (stereo unspecified)
  A: -14	B: 1	C: 3	D: -10	E: i	F: 2	G: 2	H: i	I: -6

O=C(NC1CC1)c1ccc(NC(=O)C2CCCCC2)cc1
  A: 1	B: 2	C: 4	D: -10	E: i	F: 0	G: -5	H: i	I: -6

O=C(NCCc1c[nH]c2ccccc12)C(=O)NCC1OCCN1S(=O)(=O)c1ccc(F)cc1 (stereo unspecified)
  A: -1	B: -1	C: 3	D: -6	E: i	F: -5	G: 3	H: i	I: 1

CN1CCCC(OC(=O)c2cccc(Cl)c2)C1 (stereo unspecified)
  A: 10	B: -1	C: 0	D: -6	E: i	F: -1	G: -1	H: i	I: -6

O=C(Nc1ccc2c(c1)OCO2)c1cc2ncc(Br)cn2n1
  A: -11	B: 27	C: 2	D: -8	E: i	F: 0	G: -3	H: i	I: -4

Another view of some results above.
Order of results: SKN-1 block | NadD inh | MT1-MMP act inh | MLLE-PAM2 inh | Neddylation inh | Rin1 Abl inh | CSN inh | Rpn11 inh | FAS-TE inh
CCOC(=O)C1CCN(C(=O)c2ccccc2N(C)S(=O)(=O)c2ccccc2)CC1
    2 | -2 | 2 | 20 | i | -4 | -9 | i | -8
Cc1ccc(NC(=O)CSc2nnc(CCC(=O)O)c(=O)[nH]2)cc1
    4 | 0 | 0 | 8 | i | -1 | 4 | i | -1
O=C(COc1ccccc1O)c1cccs1
    -7 | -2 | 2 | 4 | i | 3 | -3 | i | -5
O=C(CSc1nc2ccccc2s1)Nc1ccc(C(=O)O)cc1
    7 | -7 | 1 | 26 | i | -1 | 2 | i | -8
CC1=CC(=O)C=C(C)C1=NOS(=O)(=O)c1ccccc1
    4 | 5 | -1 | 18 | i | -1 | 4 | i | 21
Cn1c(N)c(C(=O)CSc2nnc(C3CC3)n2-c2ccccc2)c(=O)n(C)c1=O
    -8 | -3 | -3 | -3 | i | 3 | 1 | i | -2

The listing continues.
Screens by letter – A = SKN-1 block; B = NadD inh; C = MT1-MMP act inh; D = MLLE-PAM2 inh; E = Neddylation inh; F = Rin1 Abl inh; G = CSN inh; H = Rpn11 inh; I = FAS-TE inh
Cc1ccc(S(=O)(=O)c2cc3c(=O)n4ccccc4nc3n(C)c2=N)cc1C
  A: -1	B: 2	C: 5	D: 5	E: ·	F: -2	G: 5	H: i	I: 42

Cc1sc2nc(SCC(=O)NCCCO)n(-c3ccccc3)c(=O)c2c1C
  A: -11	B: -1	C: -2	D: -3	E: i	F: 2	G: -1	H: i	I: -5

CC(C)Sc1nc2ncnc(N)c2[nH]1
  A: -3	B: -6	C: -7	D: -1	E: i	F: 3	G: -15	H: i	I: -6

O=C(CN1CC(c2ccccc2)CC1=O)N/N=C/c1cc(Br)ccc1O (stereo unspecified)
  A: 15	B: 2	C: -4	D: 7	E: ·	F: 0	G: -11	H: i	I: 69*

CSc1ccccc1N1CCN(C(=O)Nc2ccc3c(c2)NC(=O)CO3)CC1
  A: -4	B: 2	C: 1	D: -10	E: i	F: -2	G: 1	H: i	I: 0

c1ccc(-n2ncc3c(N4CCCCC4)ncnc32)cc1
  A: -6	B: 1	C: 0	D: 3	E: i	F: -2	G: -3	H: i	I: 9

CCC(C)(C)NC(=O)C(c1ccccc1Cl)N(C(=O)CCC(=O)Nc1cc(C)on1)C(C)(C)C (stereo unspecified)
  A: -8	B: -7	C: -9	D: 7	E: i	F: 1	G: -3	H: i	I: 3

CC(=O)/C(N=Nc1nc2c([nH]1)c(=O)n(C)c(=O)n2C)=C(\C)O
  A: -7	B: -3	C: 0	D: 55*	E: i	F: -1	G: -5	H: i	I: -9

Cc1ccc(-n2ncc3c(=O)n(CC(=O)N4CCCc5ccccc54)cnc32)cc1C
  A: -11	B: -3	C: 6	D: 6	E: i	F: 1	G: 0	H: i	I: 25

CCn1c(-c2ccc(N)cc2)nc2ccccc21
  A: 11	B: 3	C: 0	D: -10	E: ·	F: 1	G: -1	H: i	I: 0

COc1ccc(CC(=O)Nc2ccccc2NC(=O)c2ccco2)cc1OC
  A: -8	B: 0	C: 1	D: 9	E: i	F: 3	G: 0	H: i	I: -6

CCOc1ccc(-c2cc(CCCC(=O)Nc3cccc(OC)c3)no2)cc1
  A: -13	B: -4	C: 8	D: 2	E: i	F: -5	G: 1	H: i	I: 15

CC(Sc1nc(N)cc(=O)[nH]1)C(=O)Nc1cccc(Cl)c1 (stereo unspecified)
  A: -5	B: 0	C: 2	D: 8	E: i	F: 0	G: -12	H: i	I: -10

Cc1ccc(S(=O)(=O)NN2C(=O)c3ccccc3NC2c2ccccc2O)cc1 (stereo unspecified)
  A: 3	B: -4	C: 1	D: 2	E: i	F: 5	G: -7	H: i	I: 2

Cc1cc(C(=O)NN)n[nH]1
  A: -4	B: 2	C: -2	D: 17	E: i	F: 2	G: -3	H: i	I: -6

COc1ccccc1NC(=O)CCCN1C(=O)C(c2ccccc2)Oc2cccnc21 (stereo unspecified)
  A: 10	B: -2	C: 2	D: 3	E: i	F: -4	G: 1	H: i	I: 12

CCc1nc2ccc(C(=O)NCCN3CCNC3=O)cn2c1N(CC)Cc1cccc(Br)c1
  A: -8	B: 5	C: -4	D: -8	E: i	F: -6	G: -4	H: i	I: 4

CN(C)C1=NC[C@H](Cc2ccccc2)N1CC1CCCCCC1
  A: -5	B: -2	C: 2	D: 13	E: i	F: 4	G: -2	H: i	I: -33

COc1ccc(OC)c(C(=O)CSc2nnc(-c3cccnc3)n2C)c1
  A: 19	B: 2	C: 2	D: -4	E: i	F: 0	G: -1	H: i	I: 0

CCN(Cc1ccncc1)C(=O)c1cccc(S(=O)(=O)N2CCOCC2)c1
  A: 15	B: 2	C: 4	D: -3	E: i	F: 2	G: 1	H: i	I: -3

CC(CCc1ccccc1)NC(=O)c1ccc(C(=O)NC(C)CCc2ccccc2)cc1 (stereo unspecified)
  A: 11	B: 3	C: -6	D: -8	E: i	F: 2	G: 3	H: i	I: -10

CCOc1ccc(C(=O)NCC(=O)OCc2cc(C(C)=O)ccc2OC)cc1
  A: -1	B: 3	C: -2	D: -20	E: i	F: -5	G: 6	H: i	I: -1

O=C(c1cc(-c2ccccc2)nc2ccccc12)N1CCN(C2CCS(=O)(=O)C2)CC1 (stereo unspecified)
  A: 11	B: 8	C: ·	D: 1	E: i	F: -4	G: -8	H: i	I: -4

CN(CCCNC(=O)C1CCC(CNS(=O)(=O)c2ccccc2)CC1)Cc1ccccc1 (stereo unspecified)
  A: 12	B: -11	C: 0	D: -8	E: i	F: 1	G: -2	H: i	I: -2

CC1CC(c2ccccc2)n2nc(NC(=O)c3ccco3)nc2N1 (stereo unspecified)
  A: -16	B: -1	C: 7	D: -3	E: i	F: -4	G: 3	H: i	I: -3

COc1ccc(S(=O)(=O)Nc2cccc3c2O[C@H](CN(C)S(=O)(=O)c2ccc(Cl)cc2)[C@H](C)CN([C@H](C)CO)C3=O)cc1
  A: 9	B: -1	C: -2	D: 0	E: i	F: 3	G: -7	H: i	I: 12

CCc1ccc(S(=O)(=O)N2CC(=O)Nc3ccccc32)cc1
  A: 1	B: -1	C: -4	D: -4	E: i	F: 2	G: 2	H: i	I: -4

O=C(c1ccncc1)c1ccc(N2CCN(C3CC(=O)N(Cc4cccs4)C3=O)CC2)cc1 (stereo unspecified)
  A: 2	B: 5	C: -5	D: 6	E: i	F: -8	G: 1	H: i	I: 3

CCc1nn(CC(=O)N2CCC(C(N)=O)CC2)c(=O)c2cc3occc3n12
  A: -15	B: 2	C: 3	D: -7	E: i	F: 12*	G: 2	H: i	I: 0

C=CCN(c1ccccc1)S(=O)(=O)c1cccc(C(=O)Nc2cc(C)ccn2)c1
  A: 14	B: -4	C: -3	D: 1	E: i	F: -2	G: -3	H: i	I: 19

CS(=O)(=O)c1ccc2c(c1)sc1nc(=O)c(/C=C3/C=CC(=O)C(O)=C3)c(N)n12
  A: 27	B: 3	C: 4	D: -146	E: i	F: 2	G: 185	H: ·	I: -4
